# Source: PubChem (National Center for Advancing Translational Sciences (NCATS))
# HT1080 IDH1KD tx: qHTS for induction of synthetic lethality in tumor cells producing 2HG: qHTS for the HT-1080-IDH1KD cell line; HT-1080 IDH1 knockdown viability, ATP luminescence, 48 h; 2% of 360,000 active; Potency, µM (top dose mostly 46.1 µM), without a hit: at the highest dose activity, negative = toxicity, most hits filed as cytotoxic;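 further: 0% = DMSO wells and -100% = cell-free medium wells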
#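 Using the IDH1-knockdown HT-1080 line run in the same batch and compound series as the NT line, viability after 48 h at 37 °C was determined by CellTiter-Glo luminescence and expressed as % activity.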
# HT1080NT lethal: qHTS for induction of synthetic lethality in tumor cells producing 2HG: qHTS for the HT-1080-NT fibrosarcoma cell line. Potency, µM (titrated, usually from 46.1 µM), inactives show at the top dose activity, negative = less viability, actives largely listed as cytotoxic. 1.6% of 360,000 active. HT-1080-NT fibrosarcoma viability, CellTiter-Glo ATP luminescence, 48 h;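 further: NT is the 2HG producing partner of a matched IDH1 knockdown line; 0% = DMSO-treated cells and -100% = media-only wells without cells; nearly all actives have a fitted effect of over 55% in size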
#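 HT-1080-NT fibrosarcoma cells (2HG-overproducing), 750 cells/well in RPMI with 5% FBS, dosed after 2 h and incubated 48 h at 37C. CellTiter-Glo luminescence normalized to DMSO and no-cell wells; concentration-response curves fitted and classed.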
# GLP1R inv ag: qHTS of GLP-1 Receptor Inverse Agonists (Inhibition Mode); Glucagon-like peptide 1 receptor (Homo sapiens), P43220; HEK293 GLP-1R CRE-luciferase, luminescence, 24 h; GLP-1R form is constitutively active; Potency, µM (top dose mostly 38.3 µM), for the others: at the highest dose activity change, negative = inhibition, actives largely listed as inhibitors; 1.6% of 410,000 active; further: on the % scale 0 is the no-effect control and ±100 the full control effect; nearly all actives have a fitted effect of over 55% in size
# Target sequence (P43220 whole entry, looked up): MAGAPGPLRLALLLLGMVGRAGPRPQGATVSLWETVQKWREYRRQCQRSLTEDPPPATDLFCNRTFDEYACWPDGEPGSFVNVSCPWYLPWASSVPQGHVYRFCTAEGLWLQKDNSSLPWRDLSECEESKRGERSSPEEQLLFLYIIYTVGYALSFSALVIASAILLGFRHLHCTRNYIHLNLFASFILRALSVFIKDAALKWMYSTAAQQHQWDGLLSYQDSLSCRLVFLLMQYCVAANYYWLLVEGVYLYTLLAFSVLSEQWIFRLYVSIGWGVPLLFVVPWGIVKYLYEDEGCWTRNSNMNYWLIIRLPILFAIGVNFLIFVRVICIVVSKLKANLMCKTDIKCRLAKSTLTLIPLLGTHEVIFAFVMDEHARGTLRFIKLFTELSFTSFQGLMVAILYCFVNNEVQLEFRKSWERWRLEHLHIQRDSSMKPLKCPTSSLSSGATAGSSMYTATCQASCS
#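 Cells are plated, allowed 12 hours at 37 deg C, then treated with compounds for 24 hr before luciferase detection reagent is added and luminescence is read after 12 min at room temperature. The HEK293 line carries constitutively active GLP-1R with a cAMP-responsive reporter.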
# TDP43 rescue: qHTS of TDP-43 Inhibitors | 1.8% of 410,000 active | TDP-43 expressing yeast growth rescue, BacTiter-Glo, 24 h | Potency, µM (series often up to 46.1 µM), for the others: at the highest dose growth rescue (activation), most hits filed as activators | AID 652104, 2013; further: % of control where 0% means no effect; nearly all actives have a fitted effect of over 50% in size
#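 In this qHTS, compounds that restore growth of yeast expressing TDP-43 appear as activators. Cells (OD600=0.02, galactose medium, raffinose-pregrown) are incubated with compound 24 hr at 30 deg C and growth is quantified by BacTiter-Glo.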
# KB-V1 cytotox: qHTS assay for MDR1-selective chemotherapeutics: Primary screen using the drug-selected MDR subline cells KB-V1; 3.4% of 400,000 active; Potency, µM (highest dose often 46.1 µM), for the others: at the highest dose activity change, negative = cytotoxicity, usual class: cytotoxic; AID 1347076, 2019; KB-V1 MDR cells viability, CellTiter-Glo, 72 h; further: on the % scale 0 is the no-effect control and ±100 the full control effect; nearly all actives have a fitted effect of over 60% in size
#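 KB-V1 cells (P-gp-expressing MDR subline of KB-3-1) in phenol-red-free DMEM with 10% FBS were exposed to library compounds over a concentration series for 72 h at 37 degrees C. Viability read by CellTiter-Glo luminescence; concentration-effect curves fitted after normalization.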
# GLP1R cytotox: qHTS of GLP-1 Receptor Inverse Agonists: Cytotox Screen; HEK293 cAMP-luciferase reporter cells, luminescence, 24 h; Potency, µM (top dose mostly 38.3 µM), for inactives: at the highest dose activity change, negative = inhibition, hits mostly inhibitors; 0.13% of 410,000 active;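 further: loss of luciferase light is scored as toxicity; on the % scale 0 is the no-effect control and ±100 the full control effect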
#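 Cells in DMEM/10% Nu serum/1% pen-strep, 1536-well format. Pre-incubated 12 h, dosed with 23 nL compound, incubated a further 24 h. Luciferase detection, 12 min at room temp, luminescence.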
# GLP1R ag: qHTS of GLP-1 Receptor Agonists; HEK293 GLP-1R CRE-luciferase, luminescence, 4-6 h; cells express a hypersensitive GLP-1R form; 0.007% of 380,000 active; Glucagon-like peptide 1 receptor (Homo sapiens), P43220; Potency, µM (titrated, usually from 45.6 µM), without a hit: top-dose activation, actives largely listed as activators; further: % of control where 0% means no effect
# KB-3-1 cytotox: qHTS assay for MDR1-selective chemotherapeutics: Primary screen using the parental adenocarcinoma cell KB-3-1 | KB-3-1 viability, CellTiter-Glo ATP luminescence, 72 h | Potency, µM (top dose mostly 46.1 µM), inactives show at the highest dose activity change, negative = cytotoxic, usual class: cytotoxic | 1.4% of 400,000 active; further: on the % scale 0 is the no-effect control and ±100 the full control effect; nearly all actives have a fitted effect of over 60% in size
#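 Using CellTiter-Glo luminescence, growth of non-resistant KB-3-1 adenocarcinoma cells is assessed 72 h after pin-tool compound addition at 37 °C. Normalized responses across the concentration series yield fitted curves.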
# SW480 rereplic: A quantitative high throughput screen for small molecules that induce DNA re-replication in SW480 colon adenocarcinoma cells | SW480 DNA re-replication, Hoechst DNA content imaging, 48 h | Potency, µM (top dose mostly 46.1 µM), for inactives: at the top dose re-replication activation, actives largely listed as activators | 1.8% of 340,000 active; further: % of control where 0% means no effect; nearly all actives have a fitted effect of over 55% in size
#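 DNA re-replication was detected as more nuclei of elevated Hoechst intensity after 48 hr exposure to compound (23 nL pinned per well of 250 cells).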
# * = called active by the depositor; ? = inconclusive; / = not tested or not shown; [ ] = remark or other dose. The call rests on the fitted dose curve; in most records, active means well fitted curve in the direction sought with a large enough effect; inconclusive means small, poorly fitted or top-dose-only effect, or another doubt; inactive means no such curve, though single readings can be large; an effect the other way counts as inactive or inconclusive. Potency means the concentration at half of the fitted maximal effect.
SMILES,HT1080 IDH1KD tx,HT1080NT lethal,GLP1R inv ag,TDP43 rescue,KB-V1 cytotox,GLP1R cytotox,GLP1R ag,KB-3-1 cytotox,SW480 rereplic
C=CCNC(=S)NNc1nc2c(c(=O)[nH]1)C1(CCCCC1)Cc1ccccc1-2,-30%,-13%,10µM*,11%,?,-17%,0%,27%,?
O=C(O)C(c1ccccc1)N1C(=O)/C(=C/c2cccs2)SC1=S (stereo not given),14%,25%,32%,15%,9%,0%,2%,6%,0%
CCCCCCC/C=N/Nc1nnc(Cc2ccccc2)c(=O)[nH]1,6%,1%,7%,-6%,-4%,-11%,3%,7%,2%
Cc1ccc(-n2sc3ccccc3c2=O)cc1S(=O)(=O)N1CCCCC1,?,?,-23%,-93%[inhibitor],?,-15%,0%,?,?
CN(C=O)c1cc([N+](=O)[O-])ccc1OCc1ccccc1,24%,20%,-11%,24%,18µM*,2%,10%,3%,-1%
Cc1ccc(C)c(Cn2c(=O)n(-c3ccc(CC(=O)NCc4ccco4)cc3)c(=O)c3sccc32)c1,4%,15%,3%,30%,5%,-9%,-1%,-8%,-1%
CN(Cc1ccccc1)C(=O)COC(=O)c1ccccc1SCC(=O)N1CCCC1,-2%,-1%,4%,5%,?,4%,7%,-11%,-3%
NC(=O)CC[C@H](NC(=O)c1ccc(F)cc1)C(=O)OCC(=O)Nc1ccc(N2CCOCC2)cc1,22%,1%,53%[activator],4%,-11%,-6%,1%,3%,-2%
O=c1[nH]c(C2CCN(S(=O)(=O)c3ccc(S(=O)(=O)NC4CC4)cc3)CC2)nc2c1nnn2Cc1cccc(F)c1,-27%,?,?,-18%,-11%,-8%,8%,?,?
c1ccc(-n2nnnc2-c2cnc(-c3ccncc3)nc2-c2cccs2)cc1,-2%,-4%,-47%,?,?,15%,5%,-8%,-9%
CCC1=C(OC(=O)N(CC)CC)N2C(=O)OC(=NCCc3c[nH]c4ccccc34)[C@]2(C)[C@H]2C1=CC[C@H]1C(=O)N(C)C(=O)[C@H]12,6%,14%,9%,13%,13%,11%,-1%,10%,-1%
CCOC(=O)c1cnc2c(ccc3ccccc32)c1N,17%,17%,21%,22%,3%,1%,14%,1%,-13%
CCC1CCCCN1C(=O)CSc1nnc(-c2ccc(Cl)s2)o1 (stereo not given),-1%[9.24 µM],9%,-6%,-1%,-16%,-2%,-4%,0%,-12%
CCOc1ccc(Oc2nc(NCC(C)C)nc(N(C)C)n2)nn1,4%[9.24 µM],4%,11%,0%,?,1%,4%,-10%,-1%
COc1ccc(-n2ncc3c2CC(C)(C)CC3NC(=O)C2=CC(=O)CC(C)(C)O2)cc1 (stereo not given),8%,7%,-10%,21%,-23%,-1%,12%,6%,7%
CC(C)(C)c1ccc(C2(C)NC(=O)N(CC(=O)c3ccc[nH]3)C2=O)cc1 (stereo not given),-11%,4%,0%,-13%,?,?,13%,5%,-1%
Cc1cc(Cl)ccc1OCCCC(=O)NCc1ccncc1,-2%,1%,9%,-17%,16µM*,27%,14%,-7%,3%
Cc1ccc(C(NC(=O)N2CCOCC2)C(Cl)(Cl)Cl)cc1F (stereo not given),-2%,1%,?,15%,0%,0%,-1%,2%,-2%
CCC(CO)Oc1cc(NCc2ccccc2OC)c2ncn(C(C)C)c2c1 (stereo not given),-1%,-8%,29%,-3%,?,4%,7%,0%,?
O=c1cc(-c2ccc(O)c(O)c2)oc2cc(O)c(C3OC(CO)C(O)C(O)C3O)c(O)c12 (stereo not given),1%,1%,-8%,-6%,0%,-2%,0%,0%,-7%
N#Cc1cc([N+](=O)[O-])ccc1NC(=O)COC(=O)CN1C(=O)C2CCCCC2C1=O (stereo not given),0%,-3%,-3%,6%,45%,-11%,-1%,3%,-6%
CCOC(=O)c1ccc(NS(=O)(=O)c2ccc3[nH]c4c(c3c2)CCCCC4)cc1,/,/,?,6%,?,-2%,11%,?,/
CN(CC(=O)Nc1ccccc1Cl)C(=O)c1cc2c(s1)CCCCC2,-17%,-16%,?,-3%,?,5%,8%,-3%,?
C=CCn1c(C)cc(C(=O)CSc2n[nH]c(N)n2)c1C,-5%,2%,-13%,-4%,0%,-15%,-4%,-5%,-1%
COc1ccc(F)cc1C1=CC(=O)C[C@H](c2ccc3c(c2)OCO3)C1,?,?,?,22µM*,?,-26%,15%,?,?
COc1ccc(NC(=O)Cn2nnc(C(N)=O)c2N)c(OC)c1,2%,7%,19%,-6%,5%,15%,-11%,-1%,-4%
CCOC(=O)c1cc(-c2ccc(F)cc2)n(CCC(=O)NC2CCN(Cc3ccccc3)CC2)c1C,?,?,7.9µM*,14%,-9%,?,14%,?,?
O=C(NCC(c1cccs1)N1CCOCC1)c1ccco1 (stereo not given),-22%,?,-9%,-9%,?,-20%,-4%,?,?
Cc1ccc(S(=O)(=O)c2[nH]c(-c3ccccc3)nc2SCC(N)=O)cc1,/,/,12%,18%,-3%,4%,/,1%,/
COc1cccc(CCNC(=O)C2CCC(=O)N(C3CC3)C2)c1OC (stereo not given),3%,-2%,5%,13%,?,5%,-1%,15%,?

# Filtered by structure: those above containing a halogen (8)
SMILES,HT1080 IDH1KD tx,HT1080NT lethal,GLP1R inv ag,TDP43 rescue,KB-V1 cytotox,GLP1R cytotox,GLP1R ag,KB-3-1 cytotox,SW480 rereplic
NC(=O)CC[C@H](NC(=O)c1ccc(F)cc1)C(=O)OCC(=O)Nc1ccc(N2CCOCC2)cc1,22%,1%,53%[activator],4%,-11%,-6%,1%,3%,-2%
O=c1[nH]c(C2CCN(S(=O)(=O)c3ccc(S(=O)(=O)NC4CC4)cc3)CC2)nc2c1nnn2Cc1cccc(F)c1,-27%,?,?,-18%,-11%,-8%,8%,?,?
CCC1CCCCN1C(=O)CSc1nnc(-c2ccc(Cl)s2)o1 (stereo not given),-1%[9.24 µM],9%,-6%,-1%,-16%,-2%,-4%,0%,-12%
Cc1cc(Cl)ccc1OCCCC(=O)NCc1ccncc1,-2%,1%,9%,-17%,16µM*,27%,14%,-7%,3%
Cc1ccc(C(NC(=O)N2CCOCC2)C(Cl)(Cl)Cl)cc1F (stereo not given),-2%,1%,?,15%,0%,0%,-1%,2%,-2%
CN(CC(=O)Nc1ccccc1Cl)C(=O)c1cc2c(s1)CCCCC2,-17%,-16%,?,-3%,?,5%,8%,-3%,?
COc1ccc(F)cc1C1=CC(=O)C[C@H](c2ccc3c(c2)OCO3)C1,?,?,?,22µM*,?,-26%,15%,?,?
CCOC(=O)c1cc(-c2ccc(F)cc2)n(CCC(=O)NC2CCN(Cc3ccccc3)CC2)c1C,?,?,7.9µM*,14%,-9%,?,14%,?,?

# Back to the main list; the 2 compounds before the break are reprinted first.
SMILES,HT1080 IDH1KD tx,HT1080NT lethal,GLP1R inv ag,TDP43 rescue,KB-V1 cytotox,GLP1R cytotox,GLP1R ag,KB-3-1 cytotox,SW480 rereplic
Cc1ccc(S(=O)(=O)c2[nH]c(-c3ccccc3)nc2SCC(N)=O)cc1,/,/,12%,18%,-3%,4%,/,1%,/
COc1cccc(CCNC(=O)C2CCC(=O)N(C3CC3)C2)c1OC (stereo not given),3%,-2%,5%,13%,?,5%,-1%,15%,?
Cc1nc2ccc(S(=O)(=O)NC(C(=O)NC3CCCC3)C(C)C)cc2s1 (stereo not given),-1%,-4%,11%,11%,?,9%,-1%,-6%,16%
Cc1ccc(/C=C2/NC(=O)N(Cc3ccccc3F)C2=O)s1,-5%,-2%,16%,17%,?,5%,-4%,0%,13%
c1ccc(-c2cn3c(n2)-c2ccccc2C3)cc1,?,?,?,-36%[inhibitor],10µM*,16%,-15%,?,-3%
Cc1noc(C)c1CSCC(=O)N(C)CC(=O)Nc1cccc(F)c1,2%,1%,17%,14%,?,-1%,-4%,-3%,-4%
Cc1ccc(NCN2C(=O)C3C4C=CC(C4)C3C2=O)cc1 (stereo not given),8%,16%,1%,0%,0%,-1%,1%,-2%,1%
O=C(NC(=S)Nc1cccc(NC(=O)c2ccc(Cl)cc2Cl)c1)c1cccs1,-7%,0%,-1%,-15%,?,0%,-9%,-9%,-4%
CC1CCN(C(c2ccc(N(C)C)cc2)c2nnnn2Cc2ccc(F)cc2)CC1 (stereo not given),11%,14%,-19%,-1%,?,1%,-3%,5%,-2%
CC(C)(C)c1cc(NC(=O)CSc2nnc(N)s2)n(-c2ccccc2)n1,13%,17%,-1%,2%,2%,-3%,6%,-8%,-4%
CCOC(=O)c1coc(CNC(=O)c2c(C)oc3c2CCCC3)c1,0%,0%,6%,27%,-1%,19%,2%,4%,-1%
Cc1ccc(C(C)C)c(OCC(=O)Nc2ccc(S(=O)(=O)Nc3onc(C)c3C)cc2)c1,/,/,-30%,6%,21%,-5%,/,4%,/
